# Tau fibril ThT = tau fibrillization inhibition (ThT binding). 270,000 tested, 2.1% active. recombinant tau K18 P301L, heparin-induced fibrillization, ThT fluorescence. AID 1460. P10636. Potency, µM (doses to about 57.4 µM), for inactives: at the highest dose activity, negative = inhibition, hits mostly inhibitors; further: nearly all actives have a fitted effect of over 55% in size
# Target sequence (P10636 561-689 P618L limits assumed): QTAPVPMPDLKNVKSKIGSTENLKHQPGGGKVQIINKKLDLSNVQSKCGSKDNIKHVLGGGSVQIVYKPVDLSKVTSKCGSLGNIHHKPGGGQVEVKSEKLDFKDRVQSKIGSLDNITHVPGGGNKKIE
#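 Tau K18 P301L fragment (15 uM unlabeled plus 0.24 uM Alexa 594-labeled) in 100 mM sodium acetate pH 7 with compound, fibrillization induced by 20 uM heparin for 6 hr at 37 C. Thioflavin T (30 uM) added, fluorescence read after 1 hr (ex 450, em 510 nm).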
# Tau fluor counter = counter-screen for tau fibril formation inhibitors; tau K18 P301L (four-repeat tau fragment) Alexa594 fluorescence, heparin fibrillization; AID 1463; Potency, µM (top dose mostly 57.7 µM), without a hit: top-dose activity change, negative = decrease; 280,000 tested, 0.93% active; further: nearly all actives have a fitted effect of over 55% in size
#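 Human K18 P301L tau (15 uM unlabeled plus 0.24 uM Alexa 594-labeled, final) in 100 mM sodium acetate pH 7 was mixed with compound and 20 uM heparin and incubated 6 hr at 37 C.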
# TexasRed fluor = alters Texas Red total fluorescence, flagging assay interference; 280,000 tested, 0.29% active; Potency, µM (series often up to 106 µM), for inactives: top-dose fluorescence change, negative = quenching; TRb/SRC2 Texas Red total fluorescence interference; AID 1479; active means well fitted curve in either direction with a large enough effect; inconclusive means small, poorly fitted or top-dose-only effect
#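 Human TRβ ligand-binding domain (0.6 uM) and Texas Red SRC2 peptide (20 nM) in Tris buffer with 1 uM T3 and 5% DMSO were incubated with pinned compound for 5 hr at ambient temperature. Total fluorescence was computed as S + 2P (555/632 nm).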
# L3MBTL1 block = inhibitors of human L3MBTL1. AlphaScreen L3MBTL1–H3K9me1 peptide binding. Potency, µM (highest dose often 57.1 µM), for inactives: at the highest dose activity, negative = inhibition, usual class: inhibitors. 230,000 tested, 0.66% active; further: nearly all actives have a fitted effect of over 60% in size
#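 First, the protein-peptide complex forms for 30 min at room temperature (L3MBTL1 50 nM, biotinylated H3K9me1 peptide 75 nM). Next, compounds are pin-transferred and incubated 30 min. Finally, AlphaScreen beads are added and read after 30 min.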
# TRb SRC2 PPI = disrupts binding of human TR beta to SRC2 | P10828 | TRbeta-SRC2 peptide binding, fluorescence polarization; receptor liganded with 1 µM T3 | Potency, µM (doses to about 106 µM), for inactives: at the highest dose activity change, negative = inhibition, hits mostly inhibitors | 280,000 tested, 0.065% active | AID 1469;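 further: plate controls were bound peptide for no effect and peptide without receptor for full effect; nearly all actives have a fitted effect of over 50% in size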
#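 Human TRb ligand-binding domain (0.6 uM) is mixed with 20 nM Texas Red SRC2 peptide and 1 uM T3; after compound addition and 5 hr at ambient temperature, polarization is measured and normalized to unbound and bound controls.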
# ALDH1A1 inh = inhibitors of human aldehyde dehydrogenase 1A1. P00352. Purified ALDH1A1, NADH fluorescence, propionaldehyde substrate. Potency, µM (highest dose often 75.3 µM), for the others: at the top dose activity, negative = inhibition, actives largely listed as inhibitors. 220,000 tested, 7.3% active. AID 1030; active means well fitted inhibition curve with a large enough effect, not every such curve was filed as active; inconclusive means small, poorly fitted or top-dose-only effect, or another doubt; inactive means no such curve, though single readings can be large or run the other way;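 further: plate controls were no enzyme wells and a reference inhibitor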
# Tau FP inhib = inhibitors of human tau fibril formation; P10636; K18 P301L tau heparin fibrillization, Alexa594 FP, 6 h; Potency, µM (series often up to 57.7 µM), inactives show top-dose activity, negative = inhibition, hits mostly inhibitors; 280,000 tested, 0.39% active; further: nearly all actives have a fitted effect of over 55% in size
#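 FP of Alexa 594-tau after heparin (20 uM) induction. Substrate: human K18 P301L, 15 uM unlabeled, 0.24 uM labeled. Buffer 100 mM sodium acetate pH 7. 6 hr, 37 C.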
# GLA spleen mod = alpha-galactosidase A (human) modulation; P06280; human spleen homogenate, 4MU-alpha-Gal fluorescence, 40 min; Potency, µM (top dose mostly 80 µM), without a hit: at the highest dose activity change, negative = inhibition, most hits filed as inhibitors; 240,000 tested, 0.008% active; AID 2107;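 further: 0% = enzyme with vehicle and -100% = no enzyme basal signal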
# Target sequence (P06280 32-429 limits assumed): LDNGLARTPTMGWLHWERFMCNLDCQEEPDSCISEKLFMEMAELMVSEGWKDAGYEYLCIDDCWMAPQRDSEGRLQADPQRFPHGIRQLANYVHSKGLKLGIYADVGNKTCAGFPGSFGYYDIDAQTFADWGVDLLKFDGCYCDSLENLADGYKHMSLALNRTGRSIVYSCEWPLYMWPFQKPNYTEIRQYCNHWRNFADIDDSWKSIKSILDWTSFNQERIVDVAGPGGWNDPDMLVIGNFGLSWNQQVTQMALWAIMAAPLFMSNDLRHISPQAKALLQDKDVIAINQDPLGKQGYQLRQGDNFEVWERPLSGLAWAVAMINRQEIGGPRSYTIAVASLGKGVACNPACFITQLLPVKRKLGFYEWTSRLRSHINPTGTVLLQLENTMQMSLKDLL
#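 Fluorogenic readout (Ex 365/Em 440 nm) of 4-methylumbelliferone released from 1 mM 4-MU-alpha-galactoside by spleen homogenate, 40 min at 37C, pH 5.0. Data normalized to no-enzyme and enzyme controls; Hill-equation AC50 from compound titrations.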
# * marks the source's active call; other numbers are inactive results; u = inconclusive; x = no result given; & = joins results of further samples; [ ] = another dose, or the depositor's remark. Unless noted, the call rests on the fitted dose curve; in most records, active means well fitted curve in the direction sought with a large enough effect; inconclusive means small, poorly fitted or top-dose-only effect, or another doubt; inactive means no such curve, though single readings can be large; an effect the other way counts as inactive or inconclusive. Unless noted, on the % scale 0 is the no-effect control and ±100 the full control effect; potency means the concentration at half of the fitted maximal effect. This is a random part of the collection. Share with any hit: about 8.5%.
nr	canonical_smiles	Tau fluor counter	L3MBTL1 block	ALDH1A1 inh	Tau fibril ThT	GLA spleen mod	TexasRed fluor	Tau FP inhib	TRb SRC2 PPI
1	COc1ccc(N(CCC(=O)O)S(=O)(=O)c2ccc(C)c(C)c2)cc1	-1%	11%	x	-3%	3%	2%	5%	-2%
2	Cc1noc(C)c1S(=O)(=O)N1CCC(C(=O)Nc2ccc(Br)cc2)CC1	-6%	x	x	3%	x	-1%	-8%	-8%
3	O=C(c1ccc(-n2cccc2)cc1)N1CCCCC1	-2%	-2%	32µM*	-7%	-1%	-6%	-5%	-4%
4	O=c1c2ccccc2nc(N/N=C/c2ccc(O)cc2)n1O	-21%	-2%	10µM*	u	0%	-1%	-2%	-14%
5	CCOC(=O)CCCCC(=O)c1[nH]c(=O)[nH]c1CN1CCOCC1	7%	u	-7%	-11%	3%	-7%	4%	-7%
6	COc1ccccc1C(=O)Nc1cccc(Oc2c(F)c(F)c(F)c(F)c2F)c1	-28%	x	x	-8%	4%	-3%	-1%	0%
7	Cc1c(NC(=O)CCCCCN2C(=O)C3C4C=CC(C4)C3C2=O)c(=O)n(-c2ccccc2)n1C (stereo not given)	2%	6%	-11%	-7%	7%	1%	4%	-12%
8	Cc1ccc(F)cc1CNC(=O)c1cc(COc2ccc3ncccc3c2)on1	-12%	-1%	-3%	-13%	2%	0%	-3%	5%
9	Cc1nn(Cc2ccc(Cl)c(Cl)c2)c(C)c1NC(=O)c1cc(CC(C)C)on1	-8%	8%	u	-17%	4%	-1%	-4%	-6%
10	Cc1c(/C(O)=C2/C(=O)C(=O)N(CCN3CCOCC3)C2c2cccnc2)cnn1-c1ccccc1 (stereo not given)	6%	2%	-5%	-12%	-1%	-4%	2%	-3%
11	CC12C=C(/C=C/c3ccccc3)C(C)(C1)C(c1ccccc1)CC2=O (stereo not given)	-4%[11.6 µM]	x	-8%[13.5 µM]	-6%[11.5 µM]	-1%[17.5 µM]	-3%[11.2 µM]	0%[11.6 µM]	4%[11.2 µM]
12	COc1ccc(CN(CCCN2CCOCC2)S(=O)(=O)N(C)C)cc1OC	-4%	-1%	1%	-5%	-3%	-5%	-5%	-3%
13	CCOCCCNC(=O)C(c1ccc(OC)cc1)N(Cc1ccc2c(c1)OCO2)C(=O)c1ccccc1O (stereo not given)	-16%&-9%	x	2µM*	-15%&-5%	-2%	-5%&-2%	-2%&8%	4%&-1%
14	C=CCN(CC=C)CCCOc1ccc(Br)cc1Cl	-4%	7%	1%	0%	-2%	-2%	3%	7%
15	Fc1ccc(-c2cc(-c3nc(-c4cccc(Cl)c4)no3)[nH]n2)cc1	4%	x	x	16%	x	-2%	-15%	-6%
16	COc1cc(/C=C2\CC/C(=C\c3cc(OC)c(OC)c(OC)c3)C2=O)cc(OC)c1OC	3%	-2%	-1%	-17%	-5%	-1%	-5%	0%
17	CCCCCCCCCCCC(=O)O[C@H](CC(=O)O)C[N+](C)(C)C	-7%	x	0%	-5%	16%	0%	1%	6%
18	CC1=C(C(=O)Nc2ccc(C)cc2C)C(c2ccc(C)o2)NC(=O)N1 (stereo not given)	-4%	x	10%	-11%	-11%	5%	6%	4%
19	CC1CCc2nc(/C(C#N)=C/c3cccnc3)sc2C1 (stereo not given)	-6%	17%	u	u	1%	-1%	4%	2%
20	CCOc1ccc(N2CC(NC(=O)C(=O)c3c[nH]c4ccccc34)CC2=O)cc1 (stereo not given)	-14%	x	x	-8%	x	-2%	u	5%
21	Cc1cccc(C2=N/C(=C/c3cccs3)C(=O)O2)c1	-6%	x	-4%	-12%	6%	1%	-1%	0%
22	COc1ccc(CC(=O)NCCc2sc3nc(-c4ccc(OC)cc4)nn3c2C)cc1	-6%	x	x	-11%	x	-1%	-7%	1%
23	CCCCC(=O)c1c(O)c2ccccc2oc1=O	-7%	0%	-5%	0%	7%	1%	0%	-16%
24	CCOC(=O)C1CCN(C(=O)c2ccc(Cl)c(Cl)c2)CC1	-1%	9%	2%	-11%	1%	-1%	8%	-11%
25	CS(=O)(=O)N(CC(=O)NCCc1ccccc1)c1cc(C(F)(F)F)ccc1Cl	-17%	x	x	4%	x	-4%	-11%	7%
26	COC(=O)c1ccc(C(/C=C/[C@@H](C)C(=O)NCCc2c[nH]c3ccccc23)NC(=O)OCc2ccccc2)cc1 (stereo not given in full)	u	x	u	u	-3%	-3%	u	-1%
27	CC1(C)CC(=O)C(C=NCCc2ccccn2)=C(O)C1	6%	x	3%	-1%	-7%	-3%	2%	-2%
28	CCC(C)C(NS(=O)(=O)c1ccc(C)cc1)C(=O)Oc1ccc2c3c(c(=O)oc2c1)CCC3 (stereo not given)	-10%	-6%	u	-9%	u	-1%	1%	-3%
29	Cc1ccc(C(=O)N(CC(=O)NC2CCCC2)c2ccccc2C)s1	-6%	11%	0%	-5%	3%	-2%	-3%	0%
30	CSc1n[nH]c(NC(C)=O)n1	-6%	9%	4%	-11%	-5%	3%	12%	-3%
31	Clc1ccc(C2=NN(c3ccccc3)C(c3ccco3)C2)cc1 (stereo not given)	-30%	406%[activator]	x	u	10%	-1%	2%	-5%
32	Cc1ccc(/C=C2/NC(=O)N(Cc3ccccc3)C2=O)s1	-11%	-15%	u	-11%	-12%	4%	2%	7%
33	COc1ccc(-n2nc(C(=O)N(C)c3cc(C)ccc3C)c3c4ccccc4n(C)c3c2=O)cc1Cl	-20%	x	x	-7%	x	-1%	-14%	-7%
34	CCOC(=O)/C(C#N)=C/c1ccc(-c2ccc(C)cc2)o1	-16%	x	x	u	x	u	-11%	-8%
35	COc1ccc(Cl)cc1-n1c(/C=C/c2cccc3ccccc23)nc2ccccc2c1=O	-6%	x	x	-3%	x	-2%	-9%	1%
36	CC1CCCN(c2nc3c(c(=O)n(C)c(=O)n3C)n2CCSc2nc3ccccc3o2)C1 (stereo not given)	3%	x	u	-3%	-9%	-2%	2%	4%
37	COc1ccc(-c2nnc(SCC(=O)NCc3cccs3)n2CC(C)C)cc1	-7%	x	-3%	-12%	0%	2%	-7%	-14%
38	CCOc1ccc(NC(=O)C2=C(C)C(=O)OC23CCC(C)CC3)cc1 (stereo not given)	-15%&-17%	x	4%	-5%&-12%	3%	-6%&1%	7%&4%	-6%&1%
39	COc1cc(=O)n2c(-c3ccccc3)csc2n1	6%	1%	1%	-10%	-5%	-5%	6%	-3%
40	COc1cc(OC)c(Nc2cc(C)nc3ncnn23)cc1Cl	-5%	x	x	-5%	x	0%	8%	-10%
41	COCCn1c(SCc2cccnc2)nnc1-c1c[nH]c2ccccc12	-12%	x	13%	-15%	-2%	0%	-2%	6%
42	CC(C)c1ccc(S(=O)(=O)Nc2ccc(SC(F)F)cc2)cc1	u	20%	u	-1%	2%	-3%	u	1%
43	CCc1ccc2ncc(S(=O)(=O)c3ccc(Cl)cc3)c(N3CCN(CC)CC3)c2c1	-15%	x	x	-8%	x	1%	0%	-1%
44	Clc1ccc(CCNc2ncnc3c2c(-c2ccccc2)cn3-c2ccccc2)cc1	-8%	x	x	-11%	x	-1%	1%	1%
45	COc1ccc2cc3cc(C(=O)NCc4ccc5c(c4)OCO5)oc3nc2c1	-11%	8%	u	-11%	12%	-2%	-12%	-5%
46	Cn1cccc1Cc1nnc(SCC(=O)NCc2ccc(F)cc2)n1-c1ccc(F)cc1	3%	-12%	u	-10%	-1%	-2%	-4%	-4%
47	Cc1ccc(NC(=O)Cn2c(=O)n(CCCC(=O)NCc3ccco3)c(=O)c3ccccc32)cc1	4%	-10%[11.4 µM]	6%	6%	2%	3%	-3%	-15%
48	CCc1cccc(C)c1NC(=O)C1CCCO1 (stereo not given)	7%	4%	13%	-2%	2%	4%	1%	8%
49	COCCNCCCOc1ccc(C)cc1Br	-5%	40%[activator]	u	4%	-17%	-2%	-3%	-3%
50	CCC(=O)N1CCc2cc(Br)cc(S(=O)(=O)N3CCC(C(=O)NCCCOC(C)C)CC3)c21	-25%	x	x	-24%	x	8%	-3%	10%
51	COC(=O)c1ccccc1NC(=O)CSCC(=O)Nc1ccc(F)cc1	-10%	4%	-7%	-1%	-3%	0%	-7%	1%
52	CC(O)CNCCCOc1ccccc1OCc1ccccc1 (stereo not given)	-3%	4%	-10%	-4%	-9%	0%	2%	-3%
